Compound activity deposited in PubChem by Southern Research Specialized Biocontainment Screening Center.
VEEV TC-83 Vero = inhibitors of VEEV TC-83 cytopathic effect, confirmation, Vero cells (AID 588727); one-dose inhibition, % at 20 µM; IC50 in µM for titrated hits; 350,000 compounds, 0.13% hits; Vero cells, VEEV TC-83 cytopathic effect inhibition; higher % means a stronger effect; in the data active = a potency from the dose series; inconclusive = inhibition mostly from about 14% at the one dose, without a potency; inactive = the rest, 99 in 100 with inhibition below about 12%; also: strong numbers were not always called active
PhoP GFP inhibition = PhoP regulon inhibitors, Salmonella typhi PhoP promoter GFP reporter, confirmatory (AID 1850) | Salmonella Typhi PhoP-promoter GFP reporter, fluorescence, 4 h; higher % means a stronger effect | inhibition, % at 50 µM; hits with a dose series show IC50 in µM | 310,000 compounds, 0.33% hits; in the data active = a potency from the dose series; inconclusive = inhibition mostly from about 25% at the one dose, without a potency; inactive = the rest, 99 in 100 with inhibition below about 19%;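 also: 0% = induced wells with vehicle and 100% = uninduced wells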
H1N1 NS1A inhibition = H1N1 influenza NS1A inhibitors, functional cell based assay (AID 504329). NS1A functional cell-based assay, percent inhibition; higher % means a stronger effect. inhibition, % at 12.5 µM, or IC50 in µM where a hit was titrated. 340,000 compounds, 0.3% hits; in the data active = a potency from the dose series; inconclusive = inhibition above about 27% without an active follow-up result; also: strong numbers were not always called active
M. tuberculosis = growth inhibition of non-replicating M. tuberculosis (AID 488890); 320,000 compounds, 0.39% hits; Mycobacterium tuberculosis non-replicating, growth inhibition; higher % means a stronger effect; inhibition, % at 25 µM; hits with a dose series show IC50 in µM; in the data active = a potency from the dose series; inconclusive = inhibition mostly from about 82% at the one dose, without a potency; inactive = the rest, 99 in 100 with inhibition below about 76%;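 also: plate controls were DMSO cells for no effect and high antibiotic wells for full effect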
M. tuberculosis HTS = M. tuberculosis growth inhibition, HTS (AID 449762); M. tuberculosis H37Rv growth inhibition, 7H9 media; higher % means a stronger effect; inhibition, % at 25 µM, or IC50 in µM where a hit was titrated; 330,000 compounds, 0.59% hits; in the data active = a potency from the dose series; inconclusive = inhibition above about 70% without an active follow-up result;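 also: bacterial growth assessed after seven days of incubation; strong numbers were not always called active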
VEEV TC-83 Vero 10K pilot screen = further read-out of VEEV TC-83 Vero, marked with its call; inhibition, %; measured here: 10K pilot screen inhibition
The depositor's hits bear a star; i = inactive; ? = inconclusive; . = not tested or not shown.

SMILES	VEEV TC-83 Vero	PhoP GFP inhibition	H1N1 NS1A inhibition	M. tuberculosis	M. tuberculosis HTS	others
O=c1[nH]c(N2CCN(Cc3ccccc3)CC2)nc2c1CCC2	1.4%	1%	.	8%	-2%
O=C(C1CCN(S(=O)(=O)c2ccccc2)CC1)N1CCN(Cc2ccc3c(c2)OCO3)CC1	7.1%	-2%	-1%	10%	-3%
O=C(CNCc1ccccc1)Nc1ccc(Oc2ccccc2)cc1	1.2%	19%	.	62%	?
CC(=O)NNc1[nH]c2c(c(=O)c1[N+](=O)[O-])c(=O)n(C)c(=O)n2C	0.1%	5%	-11%	30%	4%
CCCc1cc(C(=O)NCc2ccco2)no1	0.9%	5%	3%	78%	-4%
COCCC(=O)N1CCCC(N2CCN(c3ccc(F)cc3)CC2)C1 (centres undefined)	0.3%	-4%	3%	12%	-2%
O=C(Nc1ccc2c(c1)C(=O)OC2)Nc1cccc2ccccc12	i	-2%	-2%	2%	-5%
O=C(C1CCN(S(=O)(=O)c2ccc3ccccc3c2)CC1)N1CCN(c2ncccn2)CC1	1.5%	15%	25%	1%	-2%
CC1(C)C(=O)C2(CCCCC2)C(=O)OC1c1cccn1-c1ccc([N+](=O)[O-])cc1 (centres undefined)	6.7%	-5%	8%	10%	-4%
CCCN(CC(=O)Nc1cc(Cl)ccc1Cl)C(=O)c1ccc(N2CCCC2=O)cc1	9.1%	.	-12%	-12%	0%
Cc1csc2nc(CNS(=O)(=O)c3ccc(-c4ccccc4)cc3)cn12	2.2%	-9%	3%	7%	-8%
O=C(Nc1ccccc1)P(=O)(O)c1ccccc1	0.4%	.	-2%	.	.
O=C(O)/C=C/c1ccc(-c2cccc(C(F)(F)F)c2)o1	0.2%	2%	-2%	?	7%
O=C(/C=C/Nc1ccccc1)c1ccc(Oc2ncccn2)cc1	3.8%	2%	-11%	-3%	4%
Cc1cc(C(=O)CN2C(=O)NC3(CCCCCC3)C2=O)c(C)n1C	2.0%	.	-1%	.	.
CSc1nn(CCc2ccncc2)c(=S)s1	3.1%	-10%	-15%	59%	-3%
Cc1ccccc1CN1C(=O)c2ccccc2Sc2ccc(C(=O)NCCN3CCOCC3)cc21	i	-11%	8%	50%	16%
COc1cc(OC)cc(-c2n[nH]c(=S)n2-c2ccc3c(c2)OCO3)c1	2.0%	-4%	-8%	-51%	0%
CCOC(=O)CN1C(=O)C(Sc2n[nH]c(-c3ccc(C)cc3)n2)CCc2ccccc21 (centres undefined)	1.9%	0%	8%	35%	-10%
CCN1CCN(Cc2cccnc2)CC1	1.0%	-1%	-24%	17%	1%
O=C(NC(=S)Nc1ccccc1[N+](=O)[O-])c1ccccc1Cl	i	3%	-8%	48%	11%
O=c1cc(CN2CCNCC2)nc2sccn12	0.3%	4%	-4%	-1%	3%
CCOC(=O)c1c(NC(=O)CN2CCN(C(=O)c3ccco3)CC2)sc(C(N)=O)c1C	0.2%	1%	-4%	0%	-6%
O=C(c1ccc(Cl)c([N+](=O)[O-])c1)N1CCN(Cc2ccc3c(c2)OCO3)CC1	i	2%	1%	-3%	1%
c1cnc(Oc2ccc3oc4ccccc4c3c2)nc1	4.3%	-13%	3%	0%	?

The final three entries of the part before open the next one:
SMILES	VEEV TC-83 Vero	PhoP GFP inhibition	H1N1 NS1A inhibition	M. tuberculosis	M. tuberculosis HTS	others
CCOC(=O)c1c(NC(=O)CN2CCN(C(=O)c3ccco3)CC2)sc(C(N)=O)c1C	0.2%	1%	-4%	0%	-6%
O=C(c1ccc(Cl)c([N+](=O)[O-])c1)N1CCN(Cc2ccc3c(c2)OCO3)CC1	i	2%	1%	-3%	1%
c1cnc(Oc2ccc3oc4ccccc4c3c2)nc1	4.3%	-13%	3%	0%	?
c1ccc(CCc2nn3c(Cn4cnc5ccccc54)nnc3s2)cc1	i	-1%	-9%	?	3%
CCn1c(C)c2c([n+]1CC)CC(C)(C)CC2=O	0.2%	-11%	2%	4%	-5%
O=C(O)c1cc(-c2ccc3c(c2)OCO3)nc2ccc(Cl)cc12	0.5%	-10%	4%	20%	-1%
O=C(O)Cc1ccc(NC(=O)Nc2cccc(Cl)c2)cc1	0.1%	5%	-8%	-7%	-8%
CCCNC(=O)CSCc1nc(-c2ccc(SC)cc2)oc1C	0.6%	-2%	10%	51%	5%
COC(=O)C1=C(C)NC(=O)C1(NC(=O)c1cccnc1)C(F)(F)F (centres undefined)	0.2%	-4%	23%	-5%	-7%
CC(=O)Nc1cccc(NC(=O)COC(=O)C2CC3CCCC(C2)C3=O)c1 (centres undefined)	i	-8%	-8%	11%	-5%
CCc1cccc2c(C(=O)COC(=O)c3ccc([N+](=O)[O-])s3)c[nH]c12	1.0%	19µM*	3%	?	?	VEEV TC-83 Vero 10K pilot screen=4.2
O=C(NCCC(=O)N1CCN(Cc2c(F)cccc2Cl)CC1)c1ccc(Cl)cc1	i	.	-4%	-9%	-1%
O=C1CCC(C(=O)OC(C(=O)Nc2ccc([N+](=O)[O-])cc2Br)c2ccccc2)=NN1 (centres undefined)	6.8%	.	6%	-2%	16%
O=C(Nc1ccc(-c2csc(Nc3ccc(Cl)cc3)n2)cc1)c1cc([N+](=O)[O-])cc(C(F)(F)F)c1	4.6%	-26%	5%	28%	?
CCc1ccc(N(CC(=O)Nc2nc3ccc(C)cc3s2)S(=O)(=O)c2c(C)noc2C)cc1	?	-7%	0%	30%	-1%
COc1ccc(-n2c(C)nc3ccccc3c2=O)c([N+](=O)[O-])c1	0.7%	2%	-13%	-2%	-3%
Cc1nn(-c2ccccc2)c(C)c1/C=C/C(=O)OCC(=O)Nc1ccc(C(N)=O)cc1	2.5%	.	5%	-15%	-5%
Cc1cccc(N(C)S(=O)(=O)c2c[nH]c3ccc([N+](=O)[O-])cc23)c1	7.2%	-6%	-3%	15%	1%
COc1ccc(C2NC(=O)NC(C)=C2C(=O)OCc2ccc3c(c2)OCO3)cc1OC (centres undefined)	2.2%	-7%	20%	17%	2%
Cc1oc2ccc(OCC(N)=O)cc2c1C(=O)OC(C)C	2.4%	-12%	8%	1%	1%
CCOC(=O)C[C@H]1c2ccccc2S(=O)(=O)N1Cc1cc(OC)c(OC)c(OC)c1	1.9%	-5%	8%	1%	-3%
C=C(C)[C@@H]1[C@H]2OC(=O)[C@H]1[C@]1(O)C[C@H]3O[C@]34C(=O)O[C@H]2[C@]14C	i	.	-6%	.	.
NC(=O)c1cn(-c2ccccc2)nc1-c1cc2ccccc2oc1=O	2.9%	16%	0%	-1%	-12%
CCCCC(=O)Nc1nnc(SCC(=O)NC2CCCC2)s1	2.3%	-5%	2%	-1%	7%
C[C@H](NC(=O)C1CC(=O)N(c2ccc(F)cc2)C1)C(=O)N1CCCCC1 (some centres undefined)	i	-6%	6%	-23%	11%
CCOc1cc(CN2CCN(Cc3ccc(C)o3)C(CCO)C2)ccc1OC (centres undefined)	i	6%	7%	0%	-2%
O=C(OCC(=O)c1cccc2ccccc12)c1ccc(CO)cc1	9.1%	-2%	-3%	60%	-18%
CCSC1=C(C#N)C(CC(C)C)C2=C(CCCC2=O)N1 (centres undefined)	1.0%	15%	.	9%	7%

No new results follow: entries from further up.
SMILES	VEEV TC-83 Vero	PhoP GFP inhibition	H1N1 NS1A inhibition	M. tuberculosis	M. tuberculosis HTS	others
CCOc1cc(CN2CCN(Cc3ccc(C)o3)C(CCO)C2)ccc1OC (centres undefined)	i	6%	7%	0%	-2%
O=C(OCC(=O)c1cccc2ccccc12)c1ccc(CO)cc1	9.1%	-2%	-3%	60%	-18%
CCSC1=C(C#N)C(CC(C)C)C2=C(CCCC2=O)N1 (centres undefined)	1.0%	15%	.	9%	7%

(listing goes on)
SMILES	VEEV TC-83 Vero	PhoP GFP inhibition	H1N1 NS1A inhibition	M. tuberculosis	M. tuberculosis HTS	others
CCOc1ccccc1NC(=O)CCc1nnc2ccc(N3CCC4(CC3)OCCO4)nn12	0.6%	4%	5%	0%	-11%
CC1CCCC(NC(=O)COC(=O)c2cccc(S(=O)(=O)N3CCCCC3)c2)C1C (centres undefined)	i	.	-14%	-14%	3%
O=C(NC1CCN(S(=O)(=O)c2cccc([N+](=O)[O-])c2)CC1)C1CCCCC1	0.4%	-3%	-6%	-15%	5%
COc1ccccc1NC(=O)c1ccc(C(=O)c2ccccc2)o1	1.7%	2%	-4%	?	-3%
C=CCN(c1ccccc1)S(=O)(=O)c1cccc(C(=O)Nc2nnc(SCC)s2)c1	8.4%	-10%	1%	-9%	-5%
CC(=O)Nc1ccc(NC(=O)c2c(C)nn(-c3ccccc3)c2Cl)cc1C	2.0%	-20%	-2%	-1%	11%
Nc1ccc(C(=O)OCc2nc3cc4ccccc4cc3[nH]2)cc1	3.7µM*	-2%	-5%	17%	3%
COc1ccccc1CCNC(=O)C(=O)NCC1OCCN1S(=O)(=O)c1ccc(OC)c(OC)c1 (centres undefined)	8.7%	2%	3%	37%	0%
O=C(C[C@H]1C[C@H](C(=O)N2CCCCC2)[C@@]2(CCc3ccccc3)c3[nH]c4ccc(Cl)cc4c3CCN2C1=O)NCCN1CCOCC1	i	.	14%	.	.
O=C(NCCc1nc(-c2ccccc2)no1)c1ccccc1	0.5%	8%	-4%	8%	5%
COc1ccc(S(=O)(=O)NCc2ccco2)c2ccccc12	i	16%	-11%	14%	6%
CCN1CCCc2cc(CN(CCN3CCOCC3)C(=S)Nc3cccc(OC)c3)ccc21	1.3%	-3%	11%	19%	1%
COc1cccc(/C=C/C(=O)N2CCN(S(=O)(=O)c3ccccc3)CC2)c1OC	1.1%	9%	-14%	-2%	3%
Cc1cc(N/N=C/c2cccc(Cl)c2)nc(-n2nc(C)cc2C)n1	6.7%	5%	10%	?	?
Cn1c(SCC(=O)Nc2ccc3nc(SCC(=O)NC4CC4)sc3c2)nnc1-c1ccccc1	1.9%	9%	5%	7%	9%
Cc1cc(C)c(OCC(=O)Nc2nc3ccccc3[nH]2)c(C)c1	1.0%	-14%	3%	18%	23%
O=C(O)C1=C[C@H](c2coc3ccccc3c2=O)C[C@H](OCc2ccc(CO)cc2)O1	2.4%	-1%	0%	-23%	10%
CC(c1ccccc1F)n1cc(C(=O)NCc2ccncc2)nn1 (centres undefined)	1.1%	6%	3%	10%	4%
CC1=NN(c2ccc(C(=O)O)c(N)c2)C(=O)C1	0.4%	5%	6%	14%	5%
O=C(CSc1ccc2ccccc2n1)Nc1ccc(N2CCOCC2)cc1	i	4%	11%	12%	6%
CC(=O)Nc1ccc(NC(=O)c2cc(-c3cc(C)c(C)cc3O)n[nH]2)cc1	i	-10%	0%	-25%	4%
C=CCn1c(N)cc(=O)nc1SCC(=O)Nc1ccccc1C(N)=O	0.7%	-9%	-4%	-6%	10%
CC(C)(C)NC(=O)/C=N/O	0.7%	-6%	1%	-14%	-2%
CCOC(=O)c1c(NC(=O)C2CCCN(S(=O)(=O)c3ccc(C)cc3)C2)sc2c1CCCC2 (centres undefined)	2.6%	-2%	-3%	9%	11%
CC1CCN(CC(=O)NNC(=O)c2cccc(Br)c2)CC1	i	6%	2%	3%	-1%
Additional results:
SMILES	VEEV TC-83 Vero	PhoP GFP inhibition	H1N1 NS1A inhibition	M. tuberculosis	M. tuberculosis HTS	others
CCC1CCC/C1=N\NC(=O)c1ccoc1C (centres undefined)	1.1%	14%	-11%	19%	-1%
CC1(C)CC(=O)C(C=NCCN2CCNC2=O)=C(O)C1	0.7%	-1%	-1%	-10%	5%
OC(c1ccc(Cl)cc1Cl)C(Cc1cccnc1)n1cncn1 (centres undefined)	0.8%	-4%	-9%	-2%	6%
O=C(Nc1cccnc1Cl)c1ccc(Cl)c([N+](=O)[O-])c1	i	7%	-8%	-18%	0%
CCOC(=O)c1ccc(COC(=O)CCc2nc(-c3ccccc3)c(-c3ccccc3)o2)cc1	i	1%	20%	76%	?
O=C1c2ccc3c4c(ccc(c24)C(=O)N1c1cccc(O)c1)C(=O)N(c1cccc(O)c1)C3=O	94%	25%	7%	56%	-9%
CCOc1ccc(CCNC(=O)Cn2ncn3nc(-c4ccc(OC)cc4)cc3c2=O)cc1	8.0%	11%	-17%	25%	3%
O=C(c1ccco1)N1CCN(S(=O)(=O)c2ccc(Cl)s2)CC1	i	-5%	-2%	-24%	-11%
O=S1(=O)CCOC[C@H](CC2CCCCC2)N1Cc1cccc(Cl)c1	1.3%	14%	-4%	25%	17%
O=C(CN1C(=O)C2CC=CCC2C1=O)Nc1ccc(-c2nnc3n2CCCCC3)cc1 (centres undefined)	2.5%	-9%	-2%	18%	-2%

Random draw from the library; 1.5% or so of the library scored in one or more.
